High-throughput results (PubChem BioAssay)
MT1-MMP act inh: blocks activation of human MT1-MMP; P50281; HT1080 RFP-PRO-GFP cells, GFP/RFP ratio fluorescence, overnight; percent of plate control window, DMSO zero; GFP/RFP ratio change, % at 20 µM; actives 0.061% (n = 360,000); AID 651647;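 active = GFP/RFP ratio change of at least 30% with cell ATP level not reduced by more than half and red fluorescence within 50% of control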; note: strong numbers were not always called active
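system = RFP-PRO-GFP reporter HT1080 cells | dosing = 20 µM single dose, 1% DMSO | timing = overnight cell settling, then overnight compound exposure, 37 °C, 5% CO2 | read-out basis = GFP/RFP fluorescence ratio | controls = DMSO and RFP-L50D-GFP cell wells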
MsrA inh: inhibitors of bovine MsrA; purified bovine MsrA, absorbance read-out; inhibition, % at 15.5 µM; actives 0.75% (n = 360,000); AID 651718; in the data active = inhibition above about 4.5%;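 note: 0% = vehicle wells with enzyme and 100% = reference inhibitor wells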
MLLE-PAM2 inh: blocks PAM2 peptide binding to the PABP1 MLLE domain | GST-MLLE / FITC-PAM2 fluorescence polarization | inhibition, % at 20 µM | actives 0.36% (n = 360,000); in the data active = inhibition above about 35%, passing the limit was not always enough;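 note: plate controls were DMSO wells with GST-MLLE for no effect and wells lacking GST-MLLE protein for full effect; some results filed as inactive read as strong as hits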
CSN deneddyl inh: CSN deneddylation inhibition. Purified CSN, SCF-Nedd8-OG deneddylation, fluorescence polarization. actives 0.38% (n = 360,000). AID 651999. Q92905. inhibition, % at 12.5 µM;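 active = pattern-corrected inhibition above about 35%, with an unprinted fluorescence ratio check between 0.5 and 1.5, limit read from the data, passing the limit was not always enough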;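 note: 0% = enzyme with substrate and 100% = substrate without enzyme; some results filed as inactive read as strong as hits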
Target sequence (Q92905 whole entry, looked up, one chain of several): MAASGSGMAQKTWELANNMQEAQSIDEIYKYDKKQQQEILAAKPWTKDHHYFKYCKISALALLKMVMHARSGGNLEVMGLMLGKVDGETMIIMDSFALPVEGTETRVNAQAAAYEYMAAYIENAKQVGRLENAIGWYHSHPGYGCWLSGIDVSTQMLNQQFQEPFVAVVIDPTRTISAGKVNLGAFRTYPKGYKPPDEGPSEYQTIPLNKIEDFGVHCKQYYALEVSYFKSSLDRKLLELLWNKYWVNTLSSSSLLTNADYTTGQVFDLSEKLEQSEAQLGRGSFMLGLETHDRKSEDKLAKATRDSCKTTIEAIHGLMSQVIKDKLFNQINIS
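Assay system: purified human Csn5 enzyme expressed in HEK293T cells; Input: 0.24 nM Csn5 enzyme, final concentration; Reagent: 10 nM SCFSkp2-Nedd8OG; Compound dosing: 12.5 µM single point; Times: reaction 90 min, room temperature; Technique: fluorescence polarization readout.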
eLon inh: inhibitors of E. coli Lon protease | purified E. coli Lon protease, fluorescence polarization | inhibition, % at 7.94 µM | actives 0.42% (n = 360,000); in the data active = inhibition above about 13%, passing the limit was not always enough;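 note: 0% = enzyme with probe and DMSO and 100% = no enzyme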
FAS-TE inh: blocks the thioesterase domain of human fatty acid synthase; inhibition, % at 15 µM; P49327; actives 0.67% (n = 360,000); recombinant FAS-TE, OMFH fluorogenic substrate, fluorescence endpoint;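 active = compounds whose normalised, plate-corrected inhibition of enzyme fluorescence in the single-dose primary screen is 50% or more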;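 note: 0% = DMSO with enzyme and 100% = substrate without enzyme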
Rin1 Abl inh: blocks binding of human Rin1 to Abl. TR-FRET Rin1/Abl binding, biochemical. P00519+Q13671. actives 0.4% (n = 360,000). inhibition, % at 7.35 µM; in the data active = inhibition above about 5%, passing the limit was not always enough
Rpn11 block: inhibitors of human proteasome Rpn11; O00487; human 26S proteasome, Ub4-pepOG fluorescence polarization; 20S core pre-blocked with epoxomicin; calls only at 20 µM; actives 0.59% (n = 360,000); AID 588493;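 active = inhibition at 20 µM, scaled to each plate's controls, above about 33%, limit read from the data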
Target sequence (O00487 whole entry, looked up): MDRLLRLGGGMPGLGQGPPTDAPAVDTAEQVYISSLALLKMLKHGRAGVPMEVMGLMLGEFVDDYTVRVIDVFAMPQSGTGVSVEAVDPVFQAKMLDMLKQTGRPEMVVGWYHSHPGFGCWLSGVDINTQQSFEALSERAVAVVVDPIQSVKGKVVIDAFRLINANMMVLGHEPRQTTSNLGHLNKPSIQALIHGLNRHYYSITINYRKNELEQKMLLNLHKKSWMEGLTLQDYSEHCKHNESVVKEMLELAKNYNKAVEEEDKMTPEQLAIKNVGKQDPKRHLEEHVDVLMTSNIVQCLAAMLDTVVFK
bovine MsrA act: bovine methionine sulfoxide reductase A activation | actives 0.3% (n = 360,000) | activation, % at 10.6 µM | AID 602163 | purified bovine MsrA, absorbance read-out; in the data active = activation above about 7.5%;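 note: 0% = vehicle and 100% = reference activator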
* marks the source's active call; other numbers are inactive results; i = inactive.

1	Cc1ccc(C(=O)Nc2nc(C(C)(C)C)cs2)s1
2	O=C(NC1CCCC1)c1cc2nc(-c3ccccc3)cc(-c3ccccc3)n2n1
3	O=C(Nc1ccc2c(c1)OCCO2)c1cc(F)c(F)cc1Cl
4	Cc1cc(C(=O)OC2CCOC2=O)c2ccccc2n1 (configuration not stated)
5	O=C(O)c1ccc(Cl)c(S(=O)(=O)Nc2ccccc2N2CCOCC2)c1
6	CCOCCCNC(=O)/C(C#N)=C/c1ccccc1F
7	N#Cc1ccccc1COC(=O)CCN=C1NS(=O)(=O)c2ccccc21
8	COc1ccccc1C1c2[nH]c3ccccc3c2CCN1Cc1cnc(C)s1 (configuration not stated)
9	COc1cccc2c(=O)n(CC(=O)Nc3ccc(F)cc3)ccc12
10	CCOC(=O)Cn1c(=O)oc2cc(S(=O)(=O)N(C)c3cccc(C)c3)ccc21
Screen / compound no.	1	2	3	4	5	6	7	8	9	10
MT1-MMP act inh	-46.5	-1.3	3.5	4.7	1.3	6.7	4.7	-7.7	0.6	-0.6
MsrA inh	1.8	-0.7	1.5	-0.1	2.5	0.3	-1.1	-0.5	-0.8	-1.7
MLLE-PAM2 inh	8.4	6.8	1.0	-35.2	2.6	3.2	-4.2	-6.6	0.3	-11.5
CSN deneddyl inh	-4.3	0.8	-0.1	-3.7	-7.0	-7.8	1.7	-0.1	1.4	2.1
eLon inh	8.1	2.5	-3.5	-3.2	-1.5	-6.8	4.2	-2.5	-6.8	-11.5
FAS-TE inh	16.4	26.5	-1.0	-6.2	-1.9	1.2	-5.1	4.8	-9.3	-3.1
Rin1 Abl inh	3.2	-1.1	-1.0	3.2	-4.0	0.9	-1.5	-3.0	-1.0	-3.8
Rpn11 block	i	i	i	i	i	i	i	i	i	i
bovine MsrA act	-3.5	-1.0	-3.1	-8.4	-2.0	-2.2	-9.0	-4.5	-9.5	-0.6

9 successive entries already listed, quoted:
2	O=C(NC1CCCC1)c1cc2nc(-c3ccccc3)cc(-c3ccccc3)n2n1
3	O=C(Nc1ccc2c(c1)OCCO2)c1cc(F)c(F)cc1Cl
4	Cc1cc(C(=O)OC2CCOC2=O)c2ccccc2n1 (configuration not stated)
5	O=C(O)c1ccc(Cl)c(S(=O)(=O)Nc2ccccc2N2CCOCC2)c1
6	CCOCCCNC(=O)/C(C#N)=C/c1ccccc1F
7	N#Cc1ccccc1COC(=O)CCN=C1NS(=O)(=O)c2ccccc21
8	COc1ccccc1C1c2[nH]c3ccccc3c2CCN1Cc1cnc(C)s1 (configuration not stated)
9	COc1cccc2c(=O)n(CC(=O)Nc3ccc(F)cc3)ccc12
10	CCOC(=O)Cn1c(=O)oc2cc(S(=O)(=O)N(C)c3cccc(C)c3)ccc21
Screen / compound no.	2	3	4	5	6	7	8	9	10
MT1-MMP act inh	-1.3	3.5	4.7	1.3	6.7	4.7	-7.7	0.6	-0.6
MsrA inh	-0.7	1.5	-0.1	2.5	0.3	-1.1	-0.5	-0.8	-1.7
MLLE-PAM2 inh	6.8	1.0	-35.2	2.6	3.2	-4.2	-6.6	0.3	-11.5
CSN deneddyl inh	0.8	-0.1	-3.7	-7.0	-7.8	1.7	-0.1	1.4	2.1
eLon inh	2.5	-3.5	-3.2	-1.5	-6.8	4.2	-2.5	-6.8	-11.5
FAS-TE inh	26.5	-1.0	-6.2	-1.9	1.2	-5.1	4.8	-9.3	-3.1
Rin1 Abl inh	-1.1	-1.0	3.2	-4.0	0.9	-1.5	-3.0	-1.0	-3.8
Rpn11 block	i	i	i	i	i	i	i	i	i
bovine MsrA act	-1.0	-3.1	-8.4	-2.0	-2.2	-9.0	-4.5	-9.5	-0.6

(cont.)
11	O=C(NC(=S)Nc1ccc2ncccc2c1)c1ccccc1
12	Cc1n[nH]c(=O)c2c(NC(=O)CSc3ccccc3F)oc(C)c12
13	O=C(NCCCNC(=O)c1cnccn1)c1cccc(Cl)c1
14	O=C(NCCCc1ccccc1)c1cccc(Br)c1
15	Cc1cccc(OCC(=O)Nc2ccc(C(=O)Nc3ccccc3C(=O)O)cc2)c1C
16	CCc1ccc(OCC(=O)O/N=C(\N)c2ccncc2)c(Br)c1
17	Cc1cc(N/N=C/c2ccc(N(C)C)cc2)c2ccccc2n1
18	O=C(Nc1ccc(Cc2ccc(NC(=O)C3CC3)c(O)c2)cc1O)C1CC1
19	O=C(CSCc1ccccc1Br)NNC(=S)NCc1ccco1
20	CCOc1ccc(S(=O)(=O)N2CCC(C(=O)OCc3cccc(OC)c3OC)CC2)cc1
Screen / compound no.	11	12	13	14	15	16	17	18	19	20
MT1-MMP act inh	-1.5	1.8	-0.7	-1.7	2.8	2.5	-3.0	5.5	0.6	-1.0
MsrA inh	-0.7	-1.0	0.7	0.3	0.4	-0.5	5.0*	2.8	0.5	0.0
MLLE-PAM2 inh	30.8	25.1	-2.1	4.6	6.6	-5.9	-5.2	-6.0	1.2	10.6
CSN deneddyl inh	1.9	-0.8	4.7	-6.2	3.0	3.0	-1.9	0.3	4.4	-7.2
eLon inh	-7.2	2.1	-2.3	-5.8	1.3	-2.6	-8.2	-6.2	-11.9	-0.7
FAS-TE inh	0.6	-2.7	-2.1	20.4	22.0	5.8	5.7	-5.2	0.2	24.2
Rin1 Abl inh	-7.2	2.8	2.0	-5.2	-3.0	-1.5	2.7	2.2	-0.3	1.0
Rpn11 block	i	i	i	i	i	i	i	i	i	i
bovine MsrA act	-0.9	-3.8	-1.0	3.8	-5.0	-2.7	-4.0	-2.0	0.7	-0.6

21	O=C(O)c1ccc(-c2nc3ccccc3s2)o1
22	Cc1nn(C2CCS(=O)(=O)C2)c(C)c1CN(C)C(=O)c1ccc(F)cc1 (configuration not stated)
23	COc1ccccc1N1CCN(C(=O)CCS(=O)(=O)c2ccc3c(c2)oc(=O)n3C)CC1
24	O=c1[nH][nH]c(=O)c(Cl)c1Cl
25	O=C(NCCc1ccccc1)C(c1ccncc1)N(C(=O)c1csnn1)C1CC1 (configuration not stated)
26	CSc1nc2nc3c(cc2c(=O)[nH]1)C(O)Oc1ccc(C)cc1-3 (configuration not stated)
27	Cc1ccc(NC(=O)CCC(=O)NNC(=O)/C=C/C(=O)O)c(C)c1
28	COc1cccc2c1N1C(=O)c3c(C(=O)O)cccc3C1CC2(C)C (configuration not stated)
29	Cc1cc(C)nc(Nc2ccc(N3CCOCC3)cc2)n1
30	O=C(O)c1ccccc1-c1nc2ccccc2c(=O)[nH]1
Screen / compound no.	21	22	23	24	25	26	27	28	29	30
MT1-MMP act inh	2.3	11.3	0.0	2.5	0.8	-3.6	3.7	10.8	1.0	-0.7
MsrA inh	5.2*	0.1	-0.7	3.3	-0.9	3.7	-0.9	-0.2	-0.4	0.6
MLLE-PAM2 inh	13.8	-25.3	20.6	-7.8	21.8	-9.1	10.4	-1.1	-8.7	6.9
CSN deneddyl inh	5.7	-3.9	-9.9	-1.7	-3.5	12.9	-4.3	2.4	-1.0	0.3
eLon inh	-3.4	6.3	-6.1	-5.9	2.6	1.6	-5.8	-4.5	-3.5	1.2
FAS-TE inh	-7.9	-5.2	-5.4	-7.3	-4.3	-1.6	-6.5	-0.4	-7.9	-3.6
Rin1 Abl inh	-0.9	4.3	1.8	4.7	-0.8	4.4	-2.9	-2.2	-1.2	-3.5
Rpn11 block	i	i	i	i	i	i	i	i	i	i
bovine MsrA act	-4.0	-7.8	-4.0	-2.0	-3.1	-8.8	1.3	-0.9	-14.7	-1.4
